# proKLK7 act = activates the human kallikrein-7 zymogen | P49862 | purified proKLK7, EDANS-DABCYL substrate fluorescence; 100% is mature enzyme control, 0% vehicle | activation, % at 7 µM | hit rate 0.9% among 370,000;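 active = activation above the mean of all tested compounds plus 3 SD, computed per campaign excluding outliers beyond control limits, cut at about 13% in these data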
# Target sequence (P49862 whole entry, looked up): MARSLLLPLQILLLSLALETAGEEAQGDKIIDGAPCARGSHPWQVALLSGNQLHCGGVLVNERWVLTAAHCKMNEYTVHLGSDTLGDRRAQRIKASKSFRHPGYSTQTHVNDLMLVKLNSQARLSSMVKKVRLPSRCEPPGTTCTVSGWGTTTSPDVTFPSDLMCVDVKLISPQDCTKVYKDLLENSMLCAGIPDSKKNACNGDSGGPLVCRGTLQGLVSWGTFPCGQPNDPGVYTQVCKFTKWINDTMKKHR
# Tn6 DDE FP = DD(E)-Tn6 binding inhibition, primary FP screen; inhibition, % at 8.3 µM; AID 720509; hit rate 0.21% among 370,000; Fibrin DD(E) TRITC-Tn6 fluorescence polarization displacement;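 active = inhibition above a per-campaign cutoff: mean of compounds within control limits plus 3 SD, cut at about 15% in these data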;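 also: 0% = median of all compound wells on the plate and 100% = blocking peptide control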
# LEDGF integ inh = blocks HIV-1 LEDGF/p75-dependent DNA integration; TR-FRET IN-LEDGF/p75 DNA integration, Eu/Cy5; inhibition, % at 3.7 µM; hit rate 0.64% among 370,000;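 active = inhibition above the screen-wide mean plus 3 SD, cut at about 13% in these data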;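 also: signal is the Cy5 over europium emission ratio at 671 and 618 nm; 0% = plate median of compound wells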
# PRMT1 FP inh = blocks human protein arginine methyltransferase 1; inhibition, % at 2.79 µM; Q99873; recombinant PRMT1, activity-based probe fluorescence polarization; hit rate 1.3% among 370,000;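 active = inhibition above about 21% made by adding two undisclosed values, limit read from the data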
# SIAE inh = human SIAE inhibition, primary screen | SIAE FP-Rh probe binding, fluorescence polarization | inhibition, % at 9.66 µM | hit rate 0.69% among 370,000;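 active = inhibition above a cutoff: mean of compounds within the control limits plus 3 SD of those, cut at about 17% in these data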;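 also: 0% = plate median of compound wells and 100% = probe without SIAE protein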
# MBD2 DNA inh = inhibitors of human MBD2 binding to methylated oligonucleotide; hit rate 0.31% among 370,000; TR-FRET; Q9UBB5; inhibition, % at 4.4 µM; in the data active = inhibition above about 13%
# UHRF1 MBD2 ctr = UHRF1 methyl-DNA binding inhibition | Q96T88 | UHRF1 binding to methylated oligo, TR-FRET | inhibition, % at 4.4 µM | hit rate 0.75% among 370,000 | AID 687016; in the data active = inhibition above about 21%;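 also: UHRF1 SRA domain binding a hemimethylated CpG hairpin DNA probe; 0% = median of test compound wells and 100% = reference inhibitor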
# Target sequence (Q96T88 whole entry, looked up, the tested form may be a part): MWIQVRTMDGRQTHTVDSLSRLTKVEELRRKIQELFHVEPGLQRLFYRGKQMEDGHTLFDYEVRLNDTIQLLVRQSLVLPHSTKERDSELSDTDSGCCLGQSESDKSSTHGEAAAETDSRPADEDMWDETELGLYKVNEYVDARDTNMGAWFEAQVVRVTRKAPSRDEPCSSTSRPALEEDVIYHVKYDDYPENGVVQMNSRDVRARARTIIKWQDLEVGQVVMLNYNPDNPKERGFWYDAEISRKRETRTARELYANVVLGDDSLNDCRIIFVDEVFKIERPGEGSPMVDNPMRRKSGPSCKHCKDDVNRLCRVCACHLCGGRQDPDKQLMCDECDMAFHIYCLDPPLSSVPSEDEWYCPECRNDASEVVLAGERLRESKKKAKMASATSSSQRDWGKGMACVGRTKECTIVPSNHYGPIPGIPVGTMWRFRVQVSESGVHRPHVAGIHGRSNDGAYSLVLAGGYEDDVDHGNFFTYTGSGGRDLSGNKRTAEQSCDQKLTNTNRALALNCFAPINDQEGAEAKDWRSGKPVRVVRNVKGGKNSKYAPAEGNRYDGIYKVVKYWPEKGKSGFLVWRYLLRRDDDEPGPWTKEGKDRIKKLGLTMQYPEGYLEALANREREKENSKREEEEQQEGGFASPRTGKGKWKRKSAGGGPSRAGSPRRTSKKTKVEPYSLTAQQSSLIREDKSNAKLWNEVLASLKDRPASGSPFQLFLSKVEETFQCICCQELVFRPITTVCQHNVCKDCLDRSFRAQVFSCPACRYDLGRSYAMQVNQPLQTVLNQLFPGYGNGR
# DDE Tn7 FP inh = disrupts Tn7 cyclic peptide binding to fibrin D-Dimer-E complex. P02675. FP displacement of FITC-Tn7 peptide from fibrin DD(E); 0% = median of compound wells per plate. inhibition, % at 8.3 µM. hit rate 0.13% among 370,000. AID 720508;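 active = inhibition above the mean of compounds falling within the control limits plus 3 SD of them, cut at about 14% in these data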;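 also: 0% = plate median of compound wells and 100% = 10 µM Aha-Tn7 peptide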
#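 Assay system: Fibrin-DD(E) protein isolated from polymerized human fibrin clots; read-out basis: percent inhibition; medium: Tris/NaCl/CaCl2 buffer, pH 7.8; signal: FP measurement; incubation: 10 min plus 3 h, room temperature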
# TDP2 inh = blocks human TDP2 phosphodiesterase activity. O95551. recombinant TDP2, T5PNP hydrolysis, p-nitrophenol absorbance 415 nm. inhibition, % at 12.8 µM. hit rate 0.34% among 370,000. AID 720702;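 active = inhibition above the mean of all tested compounds plus 3 SD, set per campaign, cut at about 25% in these data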;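 also: 0% = DMSO with enzyme and 100% = buffer with substrate but no TDP2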
#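 Material: recombinant human TDP2; quantity: TDP2 enzyme at 120 nM final; medium: Tris-HCl pH 7.5 with MgCl2; compound: single concentration, 12.8 µM nominal, with 1% DMSO; incubation: 2 h enzyme incubation at 37 °C; signal: epi absorbance; measure: percent inhibition; benchmarks: high control without enzyme, low control DMSO plus TDP2; repeats: singlicate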
# TCR-CD3 inh = inhibitors of human TCR-CD3 interaction; TAMRA-labeled TCR probe fluorescence, biochemical; inhibition, % at 9.4 µM; hit rate 0.37% among 360,000; in the data active = inhibition above about 19%;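 also: recombinant mutant TCR 2C K166C tagged with TAMRA read by polarization; 0% = receptor in buffer alone and 100% = receptor with positive control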
# The depositor's hits bear a star; . = not tested or not shown.
proKLK7 act	Tn6 DDE FP	LEDGF integ inh	PRMT1 FP inh	SIAE inh	MBD2 DNA inh	UHRF1 MBD2 ctr	SMILES	DDE Tn7 FP inh	TDP2 inh	TCR-CD3 inh
-0.3	4	-1	-4	-6	-6	-1	Cc1ccccc1CC(=O)NC1CCN(C)CC1	3	2	5
0.1	-6	0	-2	10	-1	-1	COCCn1c(SCC(=O)Nc2cc(C)cc(C)c2)nnc1C(C)C	-3	9	1
0.4	3	-2	0	4	-6	3	COc1cc2c(c(OC)c1)C(c1ccncc1)CC(=O)N2 (stereo unspecified)	4	12	6
-0.8	-9	4	-4	3	0	-1	O=C(COc1ccc2c(c1)CCC2)N1CCN(c2ccc(F)cc2)CC1	-1	-1	2
-15	0	-3	-1	-46	-5	0	Cc1ccc2nc(/C(C#N)=C/c3cn[nH]c3-c3ccc(F)cc3)[nH]c2c1	-5	-12	-5
-0.6	4	-3	4	2	-5	5	COc1ccc(CN(CCN2CCOCC2)C(=O)c2cccc(F)c2)cc1OC	4	1	.
0.3	7	-1	1	3	4	14	Cc1nc(CN2CCCCC2)c(O)c(=O)[nH]1	-2	8	2
-0.2	2	1	3	0	-1	-2	Cc1ccc(S(=O)(=O)N2CCCCC2)cc1NC(=O)CNCc1ccco1	0	23	-1
-1.0	0	-3	6	6	2	3	CCCCN(CC)C(=O)CSc1nc2ccccc2c(=O)n1CC1COc2ccccc2O1 (stereo unspecified)	4	1	-8
0.0	-3	1	-1	-1	4	4	CC(=O)Nc1ccc(S(=O)(=O)N2CCN(C(=O)Cc3ccccc3)CC2)cc1	5	-12	6
1.3	3	3	-3	0	0	6	COc1ccc(C2=NS(=O)(=O)N(C)C(C(=O)N3CCCCC3)=C2)cc1OC	1	6	4
-0.4	-10	-4	0	-4	0	1	CCOc1ccc(-c2c(C)n([O-])c3c([n+]2=O)CCCCC3)cc1	-7	7	-6
-0.3	1	8	10	8	1	18	CC1=NOC(=O)/C1=C\c1ccc(-c2ccc(Br)cc2)o1	0	10	5
0.0	0	4	1	8	4	1	COc1ccc(CC(=O)NCc2ccc3c(c2)cc(C)n3C)cc1OC	6	0	8
-0.4	0	4	0	-22	2	4	CCc1nc(NCCCN2CCOCC2)c2oc3ccccc3c2n1	3	-4	1
-0.6	1	2	-1	10	-4	-1	Cc1ccc(NC(=O)C2CCN(C(=O)c3ccco3)CC2)cc1	4	1	3
0.6	-13	0	-2	-35	0	4	c1nc(NCc2ccc3c(c2)OCO3)c2cc(-c3ccoc3)ccc2n1	-2	-19	6
0.5	-7	1	-1	2	1	1	CCc1nc2ccc(C(=O)NCc3cccs3)cn2c1N(C)Cc1nccs1	3	2	-2
-0.4	4	0	-3	-7	-1	0	C=CCSc1nc2ccccc2n1Cc1nnc(-c2cccs2)o1	0	-1	8
-0.4	-4	-5	4	-2	11	1	CCc1ncc(C)nc1CC	3	-4	3
-0.8	-3	-1	-2	2	-1	2	CC(NC(=O)COC(=O)/C=C/c1cccc(C(F)(F)F)c1)c1ccccc1 (stereo unspecified)	2	3	10
0.1	3	8	7	6	2	5	CC1Cc2nc(SCC(=O)NCc3ccco3)n(-c3ccccc3)c(=O)c2S1 (stereo unspecified)	-11	-7	-2
0.4	1	-1	-5	-2	3	2	O=C(/C=C/c1cccc(C(F)(F)F)c1)OCC(=O)N1CCN(c2ccccc2)CC1	-3	-2	2
0.0	2	-1	-1	-11	-1	0	CCOC(=O)c1ccc(NC(=O)C2CCCN(S(=O)(=O)c3cnc[nH]3)C2)cc1 (stereo unspecified)	5	-5	2
-0.2	3	2	-5	3	-5	1	COc1ccc(CCC(=O)Nc2nnc(C(F)(F)F)s2)cc1	-1	1	3
-0.7	1	0	0	1	1	-1	Cc1ccc([C@H]2C(C(=O)O)=CC[C@@H](c3cccc(Cl)c3)N2S(=O)(=O)c2ccc(C)cc2)cc1	-5	3	5
-0.1	-4	1	-1	-1	-1	1	CCC(C)NC(=O)CC(c1ccc(OC)cc1)n1cccc1 (stereo unspecified)	1	15	-9
-0.4	2	7	-6	4	6	1	COc1ccc(S(=O)(=O)N2CCOCC2)cc1NC(=O)c1ccc(-n2nc(C)cc2C)cc1	-2	-19	3
0.3	-3	3	1	2	0	2	CCOC(=O)c1c(S(=O)(=O)NCC(=O)N2CCN(c3cccc(OC)c3)CC2)c(C)n(C)c1C	-2	11	4
0.3	5	1	0	-8	2	3	O=C(NNc1cccc(Cl)n1)Nc1cccc(Cl)c1	-2	-8	-3
1.3	-12	0	-1	-1	1	-6	COc1ccc(C(=O)NCC(=O)N=Nc2c(O)n(Cc3ccccc3)c3ccccc23)cc1OC	-3	-2	-3
0.4	0	-2	1	-3	-1	1	Cc1ccc2cc(NC(=O)c3ccccc3)ccc2n1	1	5	4
-0.3	1	-4	2	1	2	4	Cn1c(=O)oc2cc(S(=O)(=O)CCC(=O)N3CCN(c4ccccc4F)CC3)ccc21	-3	-5	-1
0.0	-3	-2	5	2	-3	-4	Cc1ccccc1N1C(S)=C(C#N)C(=O)NC12CCCCC2	-1	7	2
0.1	-3	2	-2	8	-4	-2	Cc1cccc(-n2c(Cc3cc(=O)[nH]c(=O)[nH]3)nnc2SCC(=O)N2CCc3ccccc32)c1	-2	-7	-3
0.3	-1	4	-5	-7	0	-1	Cc1cc(C)nc(NS(=O)(=O)c2cccs2)c1	-5	-12	10
-0.6	-6	-6	6	4	0	3	CN(C)c1ccc(/C=N\Nc2nc(-c3ccccc3)cc(=O)[nH]2)cc1	-5	-9	-5
0.1	3	-4	4	12	5	0	N#CCC(=O)Nc1ccc(C(=O)NNC(=S)NC2CC2)cc1	0	4	-4
0.0	-6	-1	2	-2	0	8	CCOc1cc(C=O)ccc1OS(=O)(=O)c1ccc(NC(C)=O)cc1	-5	-7	-1
-0.3	-3	-1	2	-7	-1	-1	O=C(CNc1n[nH]c(=O)[nH]c1=O)N/N=C/C=C/c1ccccc1	-5	-7	5

# Two of the compounds above, field by field:
> Cc1cc(C)nc(NS(=O)(=O)c2cccs2)c1
  proKLK7 act = 0.3 | Tn6 DDE FP = -1 | LEDGF integ inh = 4 | PRMT1 FP inh = -5 | SIAE inh = -7 | MBD2 DNA inh = 0 | UHRF1 MBD2 ctr = -1 | DDE Tn7 FP inh = -5 | TDP2 inh = -12 | TCR-CD3 inh = 10
> CN(C)c1ccc(/C=N\Nc2nc(-c3ccccc3)cc(=O)[nH]2)cc1
  proKLK7 act = -0.6 | Tn6 DDE FP = -6 | LEDGF integ inh = -6 | PRMT1 FP inh = 6 | SIAE inh = 4 | MBD2 DNA inh = 0 | UHRF1 MBD2 ctr = 3 | DDE Tn7 FP inh = -5 | TDP2 inh = -9 | TCR-CD3 inh = -5

# Next section.
proKLK7 act	Tn6 DDE FP	LEDGF integ inh	PRMT1 FP inh	SIAE inh	MBD2 DNA inh	UHRF1 MBD2 ctr	SMILES	DDE Tn7 FP inh	TDP2 inh	TCR-CD3 inh
0.7	3	6	-4	5	-2	-1	CS(=O)(=O)c1ccc2nc(NC(=O)c3ccc(Cl)nc3)sc2c1	1	8	2
-4.4	-4	-1	0	4	-6	-2	NNC(=O)c1ccc(Cn2cc(Cl)cn2)cc1	3	1	9
0.5	-3	-1	-2	1	-2	-4	CC(OC(=O)C1CC1C)C(=O)Nc1ncc(Cl)cc1Cl (stereo unspecified)	-3	-3	1
0.4	-3	-3	-11	2	-5	-10	CCCN1C(=O)/C(=C/c2ccc(N3CCOCC3)cc2)NC1=S	-17	-18	3
-0.3	1	1	3	-8	0	13	COC(=O)C1=NN(c2ccccc2)C2(S1)S/C(=C\c1ccccc1)C(=O)N2c1ccccc1 (stereo unspecified)	-5	1	0
-0.5	-1	1	-2	-1	-3	4	Cc1ccc(/C=C/C(=O)OCC(=O)Nc2ccccc2Sc2ccccc2)cc1	-6	-7	-1
0.5	5	-5	-1	4	-3	-1	CC1CCCN(C(=O)Nc2ccc([N+](=O)[O-])cc2)C1 (stereo unspecified)	1	-9	5
0.5	-2	-2	-4	-3	0	-3	O=C(CCCOc1ccccc1)N1CCN(S(=O)(=O)c2cccc(F)c2)CC1	-7	-6	0
-0.7	-1	2	2	15	1	1	CC(C)(C)C(=O)NC(=S)N1CCc2ccccc21	6	11	5
0.1	11	2	-1	6	-8	-1	NC(=O)c1cc([N+](=O)[O-])ccc1N1CCN(Cc2ccccc2)CC1	-3	-9	2
-0.2	-4	-2	-2	9	1	-1	COc1ccc(C(=O)CCC(=O)NCCc2ccccc2F)cc1	-1	13	6
1.1	-10	2	2	11	1	2	CCCCCCCCOC(=O)CCn1[nH]c(=O)c2ccccc2c1=O	-1	5	8
0.7	2	5	0	3	0	2	COc1cc(OC)c(NC(=O)CCc2ccccc2)cc1Cl	1	-5	1
0.6	1	1	-3	-9	-1	1	Cc1cc(C)n2nc(C(=O)OCC(=O)N(C)CC(=O)Nc3ccc(F)cc3)nc2n1	-4	0	0
-0.1	-1	-4	4	-4	0	2	CSc1ccc(/C=N/N2CCN(Cc3ccc(Cl)cc3)CC2)cc1	1	-7	2
-0.6	7	-2	-3	-4	2	3	CCc1cccc(CC)c1NC(=O)C1CN(S(=O)(=O)c2ccccc2)CCN1S(=O)(=O)c1ccccc1 (stereo unspecified)	-3	7	-2
0.4	2	1	-1	4	-1	10	Cc1cc(C)cc(OCC(=O)N(Cc2ccco2)c2c(N)n(Cc3ccccc3)c(=O)[nH]c2=O)c1	-1	9	3
2.0	-2	4	0	1	-3	0	COCCCNC(=O)CCc1c(C)nc2c(c(C)nn2-c2ccccc2)c1C	2	7	-5
0.2	0	-7	-1	-2	-9	-2	Cc1noc(C)c1S(=O)(=O)N1CCCC(C(=O)Nc2cccnc2)C1 (stereo unspecified)	2	-5	8
0.2	0	-1	14	-5	-1	0	Cc1ccc(/C(O)=C2/C(=O)C(=O)N(CC(=O)O)C2c2ccc([N+](=O)[O-])cc2)cc1 (stereo unspecified)	3	15	-2
-3.9	0	-1	0	-5	-1	-4	O=C(COc1ccc2ccc(=O)oc2c1)Nc1ccc2c(c1)OCCO2	8	-6	6
-0.1	6	0	-2	12	-4	-1	NC(=S)NC1CC2CC1C1C=CCC21 (stereo unspecified)	-3	6	6
1.1	0	1	0	-7	-1	2	CC1CCN(c2ccccc2NC(=O)c2ccc(Br)o2)CC1	-4	15	-3
0.0	-3	-1	-2	6	-2	0	C=C(C)c1cccc(C(C)(C)NC(=O)NCCCn2ccnc2)c1	-12	-5	2
0.5	2	-7	4	2	1	-1	O=C(NC1CCCCC1)N1CCNCC1	5	5	0
0.1	2	2	0	2	1	0	CCCS(=O)(=O)N1CCN(C2Cc3ccccc3C2)CC1	5	10	0
0.7	2	7	5	11	-6	0	CN(C)c1ccc(NC(=O)NC2CCCCN(Cc3ccc(Cl)cc3)C2=O)cc1 (stereo unspecified)	9	-16	.
0.1	7	0	-5	2	-3	0	CC1=CC(=O)N(c2ccc(C)cc2)C1c1ccc(Cl)cc1 (stereo unspecified)	0	-2	2
